Screens as filed in PubChem.
ERb SRC1 inh: inhibitors of ERβ-SRC1 coactivator interaction, primary screen, biochemical, TR-FRET, ERβ LBD, SRC-1 peptide; Estrogen receptor beta (Homo sapiens), Q92731; TR-FRET ER-beta LBD / SRC1-Cy5 peptide binding; receptor agonist-loaded with 1 µM estradiol; inhibition, % at 25.6 µM; 1.3% of 86,000 active;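 active = compounds whose percent inhibition of the receptor-coactivator binding signal exceeds about 50% in the single-dose screen, limit read from the data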;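 also: 0% = receptor plus peptide wells without compound and 100% = peptide-only wells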
Candida biofilm: clotrimazole potentiators killing Candida biofilms, primary screen, with clotrimazole, Alamar Blue. C. albicans biofilm + clotrimazole. AID 834, 2007. 0.14% of 85,000 active. inhibition, % at 6 µM;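 active = inhibition above 20%; inactive = inhibition below 20%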;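 also: preformed 24 hr biofilms exposed to compound for 48 hr; 0% = biofilm without compound and 100% = blank killed by clotrimazole plus chlorhexidine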
sEH act: soluble epoxide hydrolase activators, primary screen, biochemical, human sEH | Bifunctional epoxide hydrolase 2 (Homo sapiens), P34913 | purified human sEH enzymatic activity, activator screen | activation, % at 2 µM | 0.04% of 91,000 active | AID 717, 2007; in the data active = activation above about 37%; also: values of inactives mirror those of a sister screen read the other way
Target sequence (P34913 whole entry, looked up): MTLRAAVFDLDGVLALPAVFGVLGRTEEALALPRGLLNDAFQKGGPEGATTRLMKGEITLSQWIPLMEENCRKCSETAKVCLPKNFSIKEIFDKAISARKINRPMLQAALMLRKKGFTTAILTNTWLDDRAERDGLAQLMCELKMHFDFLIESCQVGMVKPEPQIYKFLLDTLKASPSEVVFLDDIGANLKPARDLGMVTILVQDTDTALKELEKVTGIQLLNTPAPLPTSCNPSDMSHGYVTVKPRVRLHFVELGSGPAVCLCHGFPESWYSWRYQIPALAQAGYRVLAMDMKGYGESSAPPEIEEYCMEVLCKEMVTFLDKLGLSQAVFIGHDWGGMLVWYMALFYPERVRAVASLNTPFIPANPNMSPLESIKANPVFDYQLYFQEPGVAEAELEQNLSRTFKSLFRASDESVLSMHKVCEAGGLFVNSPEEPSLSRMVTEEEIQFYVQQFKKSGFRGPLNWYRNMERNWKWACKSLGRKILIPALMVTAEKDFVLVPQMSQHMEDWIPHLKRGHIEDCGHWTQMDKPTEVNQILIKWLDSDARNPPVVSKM
Mac1 fbg inh: inhibitors of CD11b/CD18 adhesion to fibrinogen, primary screen, K562 cells, luminescence; Integrin beta-2 (Homo sapiens) + Integrin alpha-M (Homo sapiens), P05107+P11215; ATPlite luminescence; Mn2+ added to activate the integrin; inhibition, % at 10 µM; 0.54% of 93,000 active;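 active = primary inhibition of 50% or more at 10 µM, then 40% or more on retest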; also: some results filed as inactive read as strong as hits
sEH inh: soluble epoxide hydrolase inhibitors, primary screen, biochemical, human sEH. 0.34% of 91,000 active. recombinant human sEH enzymatic activity assay. inhibition, % at 2 µM; in the data active = inhibition above about 80%; also: values of inactives mirror those of a sister screen read the other way; many of its hits are not listed in these tables
CD11b adhes enh: enhancers of CD11b/CD18 adhesion to fibrinogen, primary screen, K562 cells, luminescence. 0.07% of 93,000 active. Integrin beta-2 (Homo sapiens) + Integrin alpha-M (Homo sapiens), P05107+P11215. ATPlite luminescence. AID 1499, 2009. activation, % at 10 µM;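 active = 10 µM primary screen giving 50% or more activity, confirmed by 40% or more on retest at that dose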; also: strong numbers were not always called active; reference of the scale not given here
ERa coact pot: enhancers of ERα–SRC-1 coactivator binding, primary screen, biochemical, TR-FRET, ERα LBD, low estradiol. TR-FRET ERalpha-LBD/SRC-Cy5 coactivator binding, 2 h; 100 = basal binding, no effect. coactivator binding (% of control), % at 25.6 µM. 1.3% of 86,000 active. AID 639, 2007; in the data active = activity above about 200%;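 also: binding measured in presence of low estradiol as agonist stimulus; 0% = peptide alone without receptor and 100% = receptor with peptide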
MT1-MMP txn act: MT1-MMP promoter reporter activation – cell-based, luciferase luminescence, primary screen. HT1080 MT1-MMP promoter luciferase reporter, overnight; hits give high values. activation factor at 10 µM. 0.16% of 86,000 active. AID 750, 2007;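 active = activation factor of at least 2 for MT1-MMP transcription at 10 µM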
Smad3 inh: Smad3/FoxH1 peptide binding inhibitors, primary screen, biochemical, TR-FRET | inhibition, % at 25 µM | TR-FRET Smad3/Dy647-FoxH1 peptide binding, europium anti-His | AID 630, 2007 | 0.29% of 88,000 active;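 active = compounds that reduce the energy-transfer binding signal between the protein and its labelled peptide by more than half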;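 also: 0% = Smad3 plus labelled peptide maximal FRET and 100% = peptide-only background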
Target sequence (P84022 whole entry, looked up): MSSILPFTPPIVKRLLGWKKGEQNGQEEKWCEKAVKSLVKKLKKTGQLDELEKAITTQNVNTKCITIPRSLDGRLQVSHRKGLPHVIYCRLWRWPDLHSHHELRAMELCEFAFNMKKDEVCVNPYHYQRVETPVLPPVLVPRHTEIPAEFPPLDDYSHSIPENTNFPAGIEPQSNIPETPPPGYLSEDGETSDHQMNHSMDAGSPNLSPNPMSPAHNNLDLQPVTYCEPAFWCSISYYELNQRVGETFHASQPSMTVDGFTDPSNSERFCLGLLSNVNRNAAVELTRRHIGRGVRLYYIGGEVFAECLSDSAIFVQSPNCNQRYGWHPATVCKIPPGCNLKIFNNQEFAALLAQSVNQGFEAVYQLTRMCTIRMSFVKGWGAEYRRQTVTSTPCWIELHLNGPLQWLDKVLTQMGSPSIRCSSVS
Numbers without * were called inactive; . = no result given; [ ] = dose if it differs, or a comment. An excerpt, so the mix of outcomes need not match the whole.

(1) Cc1ccc(C2N(c3cccc(Cl)c3)C(=O)C3CCCN32)o1 (stereo unspecified)
(2) Cc1ccsc1C(=O)NNC(=O)Nc1ccc(Cl)c(Cl)c1
(3) O=C(Nc1nc2n(n1)C(c1ccccc1)CC(c1ccc(Cl)cc1)N2)c1ccco1 (stereo unspecified)
(4) O=C(NCCC1=CCCCC1)C1CCCN(S(=O)(=O)c2cnc[nH]2)C1 (stereo unspecified)
(5) CC1(C)CC(=O)C(C=NCCN2CCN(C(=O)c3ccc(F)cc3)CC2)=C(O)C1
(6) COc1cccc(OCc2nnc(SCC(=O)OC3CCCCC3)n2C)c1
(7) Fc1ccc(-c2ccc(-c3nn4c(-c5ccco5)nnc4s3)o2)cc1
(8) Cc1cc(-c2ccccc2)nc(Oc2cccc(C(F)(F)F)c2)c1S(C)(=O)=O

compound no.,1,2,3,4,5,6,7,8
ERb SRC1 inh,-4.8[fluorescence artefact?],.,-4.3[fluorescence artefact?],-7.5,1.1,4.6[fluorescence artefact?],48.6[fluorescence artefact?],-3.0
Candida biofilm,3.0,.,5.7,13.4,11.4,-1.9,7.6,6.2
sEH act,6.2,-12.6,8.1,.,-5.5,.,5.3,0.5
Mac1 fbg inh,-7.2,2.4,-7.8,-5.3,.,4.7,-10.3,8.9
sEH inh,-7.9,15.4,-7.6,.,5.7,.,-1.5,-0.9
CD11b adhes enh,-1.7,1.5,-3.0,2.4,.,2.2,32.0,-2.4
ERa coact pot,115.3,.,96.6,108.7,92.6[fluorescence artefact?],116.2,84.9[fluorescence artefact?],96.0
MT1-MMP txn act,1.1,.,1.1,1.1,1.3,1.2,1,1.1
Smad3 inh,4.0,.,-0.9,-7.0,6.9,10.4,-14.2,-1.0

(9) CCn1c(CNC(=O)c2ccc(OC)c(OC)c2)nnc1SCC(=O)c1ccc(OC)cc1
(10) CCCC/C(O)=C1\C(=O)CC(C)(C)CC1=Nc1ccc(OC)cc1
(11) O=C(c1ccc(F)cc1)c1cc2ccccc2o1
(12) O=C(CSc1nc2c(c(=O)n1-c1ccc(Br)cc1)SCC2)Nc1nccs1
(13) CC(=O)Nc1ccc(OCC=C(Cl)Cl)cc1
(14) COc1ccc(NC(=O)C2CCCN2C(=O)NCc2ccccc2)c(OC)c1 (stereo unspecified)
(15) O=C(c1coc(=O)c(Br)c1)N1CCCc2ccccc21
(16) COC(=O)c1c(NC(=O)c2nc3nc(C)cc(C(F)F)n3n2)sc2c1CCC2

compound no.,9,10,11,12,13,14,15,16
ERb SRC1 inh,-8.8,6.9,-4.3,24.8,-0.5,-3.5,18.3[fluorescence artefact?],.
Candida biofilm,5.2,2.0,7.9,3.4,5.4,10.1,6.4,.
sEH act,10.0,-2.3,1.4,46.9*,-1.2,2.6,.,9.8
Mac1 fbg inh,4.8,18.3,2.3,.,-3.8,-0.4,-11.6,-16.1
sEH inh,-6.5,5.7,-0.8,-44.6,0.0,-1.3,.,-8.0
CD11b adhes enh,-2.2,-2.9,-4.7,.,-2.6,-1.9,-2.2,61.1
ERa coact pot,80.9,87.7,106.2,152.2,111.0,110.1,85.7,.
MT1-MMP txn act,1.1,1,1.2,1.2,1,1.2,1.3,.
Smad3 inh,20.6[fluorescence artefact?],-8.2,1.0,-7.8[fluorescence artefact?],5.3,-2.5,-1.7,.

(17) Cc1ccc(CNC(=O)C2CCCN(S(=O)(=O)c3cnc[nH]3)C2)cc1 (stereo unspecified)
(18) CCOc1ccc2nc(Nc3nc(CSc4nnnn4-c4ccccc4)cc(=O)[nH]3)nc(C)c2c1
(19) COc1cc(-c2nnc(SCC(=O)N3c4ccccc4Sc4ccccc43)o2)cc(OC)c1OC
(20) Cc1cc(C)n(C(C)n2nc(C)cc2C)n1
(21) FC(F)(F)C(F)(F)C(F)(F)c1nnc2ccc(N3CCOCC3)nn12
(22) Cc1c(C(=O)NCCc2ccccc2)oc2ccc(S(=O)(=O)N3CCOCC3)cc12
(23) CC(=O)c1ccc(NC(=O)c2ccc(S(=O)(=O)N3CCCC3)cc2)cc1
(24) O=C(CSc1nc2ccccc2nc1SCC(=O)N1CCCCC1)N1CCCCC1

compound no.,17,18,19,20,21,22,23,24
ERb SRC1 inh,-37.2,39.4,-3.3[fluorescence artefact?],.,.,13.3,3.8,.
Candida biofilm,5.6,-2.7,4.1,.,.,4.8,8.0,.
sEH act,-22.0,1.5,-1.3,4.7,-9.9,.,-13.3,-14.6
Mac1 fbg inh,4.7,-8.3,.,-47.3,-21.7,-38.4,2.9,14.8
sEH inh,21.9,-0.6,6.1,-1.9,11.8,.,12.1,11.9
CD11b adhes enh,-5.3,65.7,.,-1.4,-3.9,1.1,3.0,-5.1
ERa coact pot,131.2[fluorescence artefact?],215.6*[fluorescence artefact?],118.3,.,.,109.7,97.4[fluorescence artefact?],.
MT1-MMP txn act,1,1.1,1,1.2,1,1.1,1.2,1.2
Smad3 inh,9.5,-7.7,-0.8,.,.,0.1,-1.1,.

(25) COc1ccc(OCC(O)COc2ccc(C(=O)O)cc2)cc1 (stereo unspecified)
(26) Clc1ccc(-c2nn3cnnc3s2)c(Cl)c1
(27) O=C(COc1ccc(Cl)cc1)N1CCN(c2ccc([N+](=O)[O-])c(N3CCCCC3)c2)CC1
(28) O=C1c2ccc3c4c(ccc(c24)C(=O)N1NC(=O)C(F)(F)F)CC3
(29) Cc1noc(NS(=O)(=O)c2ccc(N/C=C/C(=O)c3ccccc3)cc2)c1C
(30) CSc1ccccc1NC(=O)CN(c1cc(C)cc(C)c1)S(C)(=O)=O
(31) c1ccc(CNc2ncnc3sc4c(c23)CCC4)nc1
(32) C=C(C)Cn1c(SCCCO)nc2c1c(=O)[nH]c(=O)n2C

compound no.,25,26,27,28,29,30,31,32
ERb SRC1 inh,0.6,-11.9,.,.,-9.1,-9.7,6.8,1.1
Candida biofilm,-6.1,9.4,.,.,2.5,7.8,-1.3,2.2
sEH act,1.9,.,-1.8,13.3,-3.5,6.5,22.5,4.2
Mac1 fbg inh,.,-0.3,13.2,20.4,1.9,9.8,-12.2,-6.1
sEH inh,-0.9,.,1.9,-10.7,5.4,-4.8,-21.1,-3.0
CD11b adhes enh,.,3.4,1.6,0.8,-0.6,6.6,-2.8,-0.7
ERa coact pot,104.9,107.7,.,.,94.0,107.8,104.4,117.5
MT1-MMP txn act,1,1.1,.,.,1.3,1,1,1.1
Smad3 inh,4.8,1.2,.,.,7.0,1.5,-7.2,2.4

(33) Cc1cccc(N2CCN(C(=O)NCc3ccc(Cl)cc3)CC2)c1
(34) O=C(CNS(=O)(=O)c1ccc2ccccc2c1)OCc1nnc(-c2ccccc2)o1
(35) Cn1c(=O)c(C(=O)CN2CCOCC2)c(N)n(Cc2ccccc2)c1=O
(36) CCC1(CC)Cc2ccccc2-c2nc(NCCO)[nH]c(=O)c21
(37) CN1[C@@H](CC(=O)c2ccccc2)CCC[C@H]1C[C@H](O)c1ccccc1
(38) O=C1CN(c2nnnn2-c2ccccc2)CCN1
(39) O=C(NCC1CCCO1)C1CCN(CC2CCCCC2)CC1 (stereo unspecified)
(40) CCCC1Cc2c(sc3ncnc(N)c23)CO1 (stereo unspecified)

compound no.,33,34,35,36,37,38,39,40
ERb SRC1 inh,-8.6,.,1.2,2.0,-2.6,0.9,10.2,35.0[fluorescence artefact?]
Candida biofilm,5.0,.,-2.6,-0.9,3.9,3.0,1.5,10.3
sEH act,-21.0,-25.1,-9.0,-3.5,.,13.0,.,2.8
Mac1 fbg inh,.,-0.7,-13.9,.,.,-9.8,-16.9,-10.5
sEH inh,22.9,25.7,8.6,6.6,.,-10.7,.,-4.7
CD11b adhes enh,.,1.8,1.3,.,.,-0.4,-3.0,-4.2
ERa coact pot,101.5,.,91.6,81.7,118.8,94.7,110.4,62.6[fluorescence artefact?]
MT1-MMP txn act,1.1,.,1.2,1.1,1.1,1.1,1,1.1
Smad3 inh,-1.8,.,-8.3,3.6,10.4,5.4,-5.3,4.4

(41) O=S(=O)(NC1=NCCC1)c1ccc(F)cc1
(42) CCOC(=O)C1=C(N)n2c(s/c(=C\c3cccs3)c2=O)=C(C(=O)OCC)C1c1cccs1 (stereo unspecified)
(43) COc1ccc(Cl)cc1NC(=O)c1cccnc1
(44) COC(=O)c1cc(NC2c3ncccc3C(=O)N2Cc2ccccc2)cc(C(=O)OC)c1 (stereo unspecified)
(45) O=C(Nc1ccc(-c2nc3ncccc3o2)cc1)c1ccc(Br)o1
(46) CCc1nc2scc(-c3cccs3)c2c(=O)o1
(47) CCC(C)(C)n1nnnc1C(c1cc2cc(OC)c(OC)cc2[nH]c1=O)N1CCc2ccccc21 (stereo unspecified)
(48) COc1ccc(S(=O)(=O)N2CCC(C(=O)Nc3ccccc3C)CC2)c2cccnc12

compound no.,41,42,43,44,45,46,47,48
ERb SRC1 inh,.,-12.7,-1.8,-9.4,-9.8[fluorescence artefact?],11.3[fluorescence artefact?],-6.9[fluorescence artefact?],-4.2
Candida biofilm,.,2.6,9.4,-3.8,-5.7,3.4,-0.1,4.5
sEH act,-1.6,1.6,9.9,-4.2,-2.9,-0.3,3.5,2.8
Mac1 fbg inh,-25.3,14.0,-1.5,-1.3,.,.,14.5,12.3
sEH inh,3.9,-1.9,-9.5,2.9,1.8,1.7,-3.7,-3.1
CD11b adhes enh,-0.6,-4.6,-4.5,-2.4,.,.,-1.6,0.3
ERa coact pot,.,98.7[fluorescence artefact?],102.1,112.8,268.9*[fluorescence artefact?],88.6[fluorescence artefact?],77.9[fluorescence artefact?],121.1[fluorescence artefact?]
MT1-MMP txn act,.,0.5,1.1,1,1.2,1.1,1.2,.
Smad3 inh,.,-1.6,-0.3,-7.2,-88.0,-5.4,-15.5,11.9

(49) Cc1ccc2[nH]c3c(N4CCOCC4)ncnc3c2c1
(50) COc1ccc(-c2noc(CSc3nc(N)c(-c4ccccc4)c(=O)[nH]3)n2)cc1
(51) CCCC(=O)Nc1ccc(NC(=O)c2ccco2)c(OC)c1
(52) COc1ccc(-n2nnnc2SCC(=O)Nc2cccc(NC(C)=O)c2)cc1OC
(53) O=C(c1cc2cc(Cl)cc(Cl)c2oc1=O)N1CCOCC1
(54) COc1ccc(OC)c(S(=O)(=O)n2nc(C)cc2C)c1
(55) Cc1[nH]c2ccccc2c1C(=O)CN1CCN(C/C=C/c2ccccc2)CC1

compound no.,49,50,51,52,53,54,55
ERb SRC1 inh,1.9,-5.4,0.5,-3.5,.,11.5,.
Candida biofilm,3.0,8.1,7.4,-4.9,.,4.6,.
sEH act,-10.7,.,10.5,-21.0,12.5,12.4,-5.1
Mac1 fbg inh,3.3,-13.1,-4.7,-10.5,-5.4,8.0,31.9
sEH inh,11.9,.,-12.6,22.2,-8.6,-11.6,6.0
CD11b adhes enh,-2.8,2.2,-1.8,-2.7,2.7,-3.3,2.2
ERa coact pot,99.1,102.0,120.7,122.4,.,95.5,.
MT1-MMP txn act,1.5,0.9,1.6,1.4,1,1,.
Smad3 inh,-7.9,-10.8,0.9,-5.0,.,-2.4,.

A draw from above in order of heavy-atom count, lowest first.
(54) COc1ccc(OC)c(S(=O)(=O)n2nc(C)cc2C)c1
(53) O=C(c1cc2cc(Cl)cc(Cl)c2oc1=O)N1CCOCC1
(55) Cc1[nH]c2ccccc2c1C(=O)CN1CCN(C/C=C/c2ccccc2)CC1

compound no.,54,53,55
ERb SRC1 inh,11.5,.,.
Candida biofilm,4.6,.,.
sEH act,12.4,12.5,-5.1
Mac1 fbg inh,8.0,-5.4,31.9
sEH inh,-11.6,-8.6,6.0
CD11b adhes enh,-3.3,2.7,2.2
ERa coact pot,95.5,.,.
MT1-MMP txn act,1,1,.
Smad3 inh,-2.4,.,.
